H9c2 TAG inh: reduces triacylglycerol accumulation in H9c2 cells | Nile Red lipid (TAG) fluorescence; cells loaded with 200 µM oleic acid | 230,000 compounds, 0.66% hits | inhibition, % at 12.5 µM | AID 651582;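 active = pattern-corrected inhibition of lipid staining of at least 50% with the nuclear-stain viability signal not falling by more than 50%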;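 also: 0% = DMSO wells and 100% = triacsin C control wells; some results filed as inactive read as strong as hits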
H9c2 TAG inh DAPI viability: recorded beside H9c2 TAG inh, whose call it bears; DAPI nuclei signal change (viability), lower = more cytotoxic, %;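 whole-well DAPI fluorescence read on a plate reader as a viability signal; minus 50 percent equals half of cells still viable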
* = called active by the depositor. These rows are one share of the data, so the mix of outcomes need not match the whole.

SMILES	H9c2 TAG inh	H9c2 TAG inh DAPI viability
COc1ccc(-c2nc(-c3ccccn3)nc(N3CCN(C)CC3)c2C#N)cc1	16.3	13.2
Cc1n[nH]c(C)c1CCc1nc2c3ccccc3nc(SCC(=O)Nc3ccccc3F)n2n1	18.7	-1.5
CN(Cc1cc(-c2ccccc2)on1)C(=O)c1cc(COc2c(F)cccc2F)on1	12.2	-13.4
COc1ccc(OC)c(NC(=O)Nc2ccc3c(c2)OCO3)c1	-20.4	6.7
Cc1ccc(C)c(NC(=O)CN(C)C(=O)c2ccc(-n3cncn3)c([N+](=O)[O-])c2)c1	15.5	-0.8
O=C(CN1CCSC1=O)N1CCN(S(=O)(=O)c2ccccc2)CC1	-4.3	-3.7
O=C(O)c1sccc1SCc1ccc(Cl)cc1Cl	0.5	2.6
COc1ccc(NC(=O)C2CCCN2C(=O)NCc2ccccc2)cc1OC (stereo not drawn)	-13.6	1.7
C[C@H](CO)N1C[C@H](C)[C@@H](CN(C)C(=O)Nc2ccccc2)Oc2ccc(NC(=O)c3ccncc3)cc2C1=O	-17.8	3.5
CC1CCCCN1C(=O)Cn1cc(C=O)c2ccccc21 (stereo not drawn)	2.1	1.8
CC(=O)Nc1ccc(NC(=O)C(=O)c2cn(CC(=O)N3CCCCC3)c3ccccc23)cc1	5.8	5.1
COC(=O)c1nc(-c2ccccc2)nc(-c2ccccc2)c1C(=O)OC	3.7	-0.8
CCOc1ccccc1N1C(=O)CC(Sc2n[nH]c(-c3ccccc3)n2)C1=O (stereo not drawn)	17.2	-1.0
CN(Cc1ccccc1F)C(=O)c1ccc(NS(=O)(=O)c2ccc3[nH]c(=O)[nH]c3c2)cc1	-4.3	2.1
CC1CCCCN1CCCNC(=O)c1ccc(N2CCCC2=O)cc1 (stereo not drawn)	9.6	-2.3
Cc1ccc(OCCOC(=O)C2CCN(S(=O)(=O)c3ccc(C)c(C)c3)CC2)cc1	-10.6	3.9
CCOc1ncccc1C(=O)OCC(=O)c1ccccc1Br	-2.1	2.8
O=C(c1ccc(S(=O)(=O)NCc2ccco2)cc1)N1CCN(c2ccc(F)cc2)CC1	-3.9	-0.1
CSCCC(NC(=O)c1ccco1)C(=O)N1CCN(c2ccccc2O)CC1 (stereo not drawn)	-21.3	6.3
CCCCN1C(=O)NC(NC(C)=O)(C(F)(F)F)C1=O (stereo not drawn)	-14.1	-0.8

Some of the entries above, set out differently:
canonical_smiles | H9c2 TAG inh | H9c2 TAG inh DAPI viability
CC1CCCCN1CCCNC(=O)c1ccc(N2CCCC2=O)cc1 (stereo not drawn) | 9.6 | -2.3
CC(=O)Nc1ccc(NC(=O)C(=O)c2cn(CC(=O)N3CCCCC3)c3ccccc23)cc1 | 5.8 | 5.1

(list continues)
SMILES	H9c2 TAG inh	H9c2 TAG inh DAPI viability
Cc1ccc(-c2nc(-c3ccncc3)no2)cc1C	6.2	5.7
COc1ccc(C(=O)N/C(=C/c2cccnc2)C(=O)NCc2ccco2)cc1OC	2.4	6.1
COC(=O)C(/C=N/OCc1ccc([N+](=O)[O-])cc1)NC(=O)c1ccccc1 (stereo not drawn)	-4.8	-1.4
CC[C@]12c3[nH]c4cc(CCC(=O)N(C)C)ccc4c3CCN1C(=O)[C@@H](CC(=O)NCC13CC4CC(CC(C4)C1)C3)C[C@@H]2C(=O)N1CCN(C(=O)C2CC2)CC1	-16.7	10.0
CN(C)CCCN(C(=O)C1COc2ccccc2O1)c1nc2cc3c(cc2s1)OCO3 (stereo not drawn)	12.3	3.5
CC(=Nc1ccccc1)C1=C(O)C(Cc2ccc(O)cc2)NC1=O (stereo not drawn)	28.2	-19.0
CN(CC(=O)Nc1sccc1C#N)S(=O)(=O)c1ccc(F)cc1	-19.0	12.9
CC1(C(=O)NCC(F)(F)F)CCN1C(=O)C1(c2ccccc2)CC1 (stereo not drawn)	22.8	-28.5
CCOC(=O)N1CCN(S(=O)(=O)c2ccc(C)c(C(=O)NC3CCCCC3)c2)CC1	1.4	-2.9
O=C1NCCc2cc3c(cc21)OCO3	5.8	-4.4
CC1=Nc2ccccc2N=C(NC(=O)CN2CCN(c3ccccc3)CC2)C1c1ccccc1 (stereo not drawn)	3.7	-1.9
CC(C)c1ccc2[nH]c(O)c(N=NC(=S)NCCc3ccccc3)c2c1	-13.3	18.9
Cc1ccc(-c2[nH]c3cc(C(=O)NCCCn4ccnc4)ccc3c(=O)c2O)cc1	-2.2	3.5
CC1CN=C(Nc2cccc(S(=O)(=O)N(C)C)c2)S1 (stereo not drawn)	-23.9	8.5
O=C(NNC(=O)c1ccc(Br)s1)c1cccc(S(=O)(=O)N2CCCC2)c1	1.1	-6.4
Cc1nc(C)c(CC(=O)N2CCc3c([nH]c4ccccc34)C2c2ccccn2)s1 (stereo not drawn)	11.2	-4.4
CN(C(=O)COC(=O)C1c2ccccc2Oc2ccccc21)C1CCS(=O)(=O)C1 (stereo not drawn)	-17.3	10.0
O=C(NNC(=O)c1cccc2ccccc12)c1cccc(Cl)c1	-4.9	-4.5
Cc1cc(C)c(S(=O)(=O)N2CCN(C(=O)CN3C(=O)NC4(CCCC4)C3=O)CC2)c(C)c1	-0.5	-0.2
CCOc1ccc(-c2cc(N)n(S(=O)(=O)c3cccc4nsnc34)n2)cc1	-4.8	-0.4
O=S(=O)(c1ccccc1)c1nc(-c2ccco2)oc1N1CCCCCC1	-22.3	-1.9
CC(Sc1ccc2c(c1)OCCO2)C(=O)Nc1ccc2c(c1)OCO2 (stereo not drawn)	-2.3	2.5
Cc1cccc(OCC(=O)Nc2ccccc2N2CCCCC2)c1C	-41.8	4.0
COc1cc(C(=S)N2CCOCC2)cc(OC)c1O	10.9	-4.5
CC(C)(CC(=O)c1ccccc1)CC(=O)c1ccccc1	-18.5	-7.5
CNS(=O)(=O)c1cccc(C(=O)OCCCOC(=O)c2cccc(S(=O)(=O)NC)c2)c1	-13.8	-6.6
COc1ccccc1NS(=O)(=O)c1cc(C(=O)N2CCN(C(=O)c3ccco3)CC2)ccc1F	5.6	-5.0
COc1ccc(NC(=S)N2CCN(C)CC2)cc1	-1.8	-5.4
Cc1ccccc1C(=O)NC(=S)Nc1ccccc1N1CCCC1	-66.2	-10.6
CCn1nnnc1NC(=O)c1cc(OC)c(OC)c(OC)c1	13.8	-7.8
C[C@@H]1CN([C@@H](C)CO)C(=O)CCCn2cc(nn2)CO[C@H]1CN(C)S(=O)(=O)c1ccc2c(c1)OCCCO2	-1.9	-5.2
CC1=CCC2C(=O)N(c3cccc(C(=O)Nc4ccccc4Cl)c3)C(=O)C2C1 (stereo not drawn)	7.7	-0.4
O=[N+]([O-])c1ccc(CN2CCN(c3ccccc3Cl)CC2)o1	2.6	-4.2
Cc1ccc(NC(=O)C2CCC(=O)N2)cc1C (stereo not drawn)	30.9	-23.5
Nc1cc(S(=O)(=O)Nc2ccc(Cl)cc2)ccc1N1CCOCC1	-11.2	-8.9
CC(=O)NC(=S)Nc1ccc2oc(=O)ccc2c1	1.5	1.5
CCCCOc1ccc(CON(C(C)=O)C(C)=O)cc1Cl	8.4	16.0
CCCc1c(C(=O)N/N=C/C=C/c2ccccc2)nnn1-c1nonc1N	-1.0	9.3
Cc1cc(Nc2cccc([N+](=O)[O-])c2)c2cccc(C)c2n1	-3.3	8.6
COC(=O)c1cc(Nc2cc(C)c3ccc(O)cc3n2)cc(C(=O)OC)c1	1.8	29.8
CC1CC(C)CN(C(=O)COC(=O)c2ccc(Cl)nc2)C1 (stereo not drawn)	-32.4	-0.7
COc1ccc2oc(C(=O)OCC(=O)Nc3ccc(C(=O)N(C)C)cc3)c(C)c2c1	-19.1	-3.0
CSc1nc(C(=O)N2CCc3c([nH]c4ccccc34)C2c2ccccn2)cs1 (stereo not drawn)	-15.3	-0.9
C[C@H]1CN([C@@H](C)CO)C(=O)c2cc(-c3cccc(F)c3)cnc2O[C@H]1CN(C)C(=O)c1cnccn1	9.4	1.7
O=C(COC(=O)c1cc[n+]([O-])cc1)Nc1ccc([N+](=O)[O-])cc1	12.7	-2.2
COc1ccc(-n2c(=O)c3ccccc3n(CC(=O)NC3CCCCC3)c2=O)c(OC)c1	10.1	3.4
COc1ccccc1C(=O)COC(=O)CN1C(=O)c2ccccc2C1=O	2.0	5.8
COc1ccccc1N1C(=O)C2C(C(=O)c3ccccc3)=NN(c3ccc(Br)cc3)C2C1=O (stereo not drawn)	-0.9	5.2
O=C1CCCC2(O)C1C(c1cccc(Br)c1)NC(=O)N2Cc1ccccc1 (stereo not drawn)	2.6	-4.1
CC(C)(C)c1csc(NC(=O)c2cccnc2Cl)n1	-7.0	5.3
CSCC[C@H](NC(=O)NCCc1ccc(F)cc1)C(=O)O	-3.0	4.8
CC1C(=O)N(Cc2cn(CC3CCCCC3)nn2)CCS(=O)(=O)N1Cc1ccc(-c2ccc(Cl)cc2)cc1 (stereo not drawn)	31.9	-20.2
O=C(O)CSC1CC(=O)N(c2cccc(Cl)c2)C1=O (stereo not drawn)	-13.5	-3.2
CCOC(=O)c1sc(N=NC2=C(O)CC(C)(C)CC2=O)c(C(=O)OCC)c1C	15.5	-11.1
CN(C)S(=O)(=O)c1ccc(C(=O)NCc2ccccc2)cc1	3.9	-0.9
CCOC(=O)c1ccc(N=c2sc(C(=O)OC)cc(=O)n2C2CC2)cc1	-6.5	-2.6
CCCCC(=O)Nc1nnc(-c2ccco2)o1	2.1	10.7
COc1ccc(CN2CCN(C(=O)Cn3ncn4cccc4c3=O)CC2)c(OC)c1OC	12.9	-5.9
C/C(=N\Nc1ccccc1)c1c(O)cc(C)oc1=O	-4.7	-5.2
CCOc1ncccc1C(=O)Nc1ccc(OC)c(S(=O)(=O)N2CCCCC2)c1	-67.6	11.5

17 entries from above, with two lines to a compound.
The line under a structure holds: H9c2 TAG inh, H9c2 TAG inh DAPI viability
> C[C@H]1CN([C@@H](C)CO)C(=O)c2cc(-c3cccc(F)c3)cnc2O[C@H]1CN(C)C(=O)c1cnccn1
→ 9.4, 1.7
> O=C(COC(=O)c1cc[n+]([O-])cc1)Nc1ccc([N+](=O)[O-])cc1
→ 12.7, -2.2
> COc1ccc(-n2c(=O)c3ccccc3n(CC(=O)NC3CCCCC3)c2=O)c(OC)c1
→ 10.1, 3.4
> COc1ccccc1C(=O)COC(=O)CN1C(=O)c2ccccc2C1=O
→ 2.0, 5.8
> COc1ccccc1N1C(=O)C2C(C(=O)c3ccccc3)=NN(c3ccc(Br)cc3)C2C1=O (stereo not drawn)
→ -0.9, 5.2
> O=C1CCCC2(O)C1C(c1cccc(Br)c1)NC(=O)N2Cc1ccccc1 (stereo not drawn)
→ 2.6, -4.1
> CC(C)(C)c1csc(NC(=O)c2cccnc2Cl)n1
→ -7.0, 5.3
> CSCC[C@H](NC(=O)NCCc1ccc(F)cc1)C(=O)O
→ -3.0, 4.8
> CC1C(=O)N(Cc2cn(CC3CCCCC3)nn2)CCS(=O)(=O)N1Cc1ccc(-c2ccc(Cl)cc2)cc1 (stereo not drawn)
→ 31.9, -20.2
> O=C(O)CSC1CC(=O)N(c2cccc(Cl)c2)C1=O (stereo not drawn)
→ -13.5, -3.2
> CCOC(=O)c1sc(N=NC2=C(O)CC(C)(C)CC2=O)c(C(=O)OCC)c1C
→ 15.5, -11.1
> CN(C)S(=O)(=O)c1ccc(C(=O)NCc2ccccc2)cc1
→ 3.9, -0.9
> CCOC(=O)c1ccc(N=c2sc(C(=O)OC)cc(=O)n2C2CC2)cc1
→ -6.5, -2.6
> CCCCC(=O)Nc1nnc(-c2ccco2)o1
→ 2.1, 10.7
> COc1ccc(CN2CCN(C(=O)Cn3ncn4cccc4c3=O)CC2)c(OC)c1OC
→ 12.9, -5.9
> C/C(=N\Nc1ccccc1)c1c(O)cc(C)oc1=O
→ -4.7, -5.2
> CCOc1ncccc1C(=O)Nc1ccc(OC)c(S(=O)(=O)N2CCCCC2)c1
→ -67.6, 11.5

The list goes on.
SMILES	H9c2 TAG inh	H9c2 TAG inh DAPI viability
Cc1c(Cl)cccc1NC(=S)N1CCC(C(N)=O)(N2CCCCC2)CC1	-7.6	7.0
C=CCNC(=O)CSc1n[nH]c(-c2cc(Cl)ccc2OC)n1	33.5	-7.6
CC1CCN(c2nc3nonc3nc2Nc2ccc(F)cc2)CC1	-11.9	4.7
N#CCc1nn(-c2ccc(F)cc2)c(N)c1C#N	7.4	-3.2
CCCc1cc(=O)[nH]c(NCCc2ccccc2)n1	-5.3	-6.3
O=C(CN1CCN(Cc2ccccc2)C1=O)NCc1ccc(Cl)cc1	-14.0	-1.3
Cc1ccc(NC(=O)CN2C(=O)NC3(CCCc4ccccc43)C2=O)c([N+](=O)[O-])c1 (stereo not drawn)	6.3	-3.1
O=C1c2ccccc2C(=Cc2cccnc2)c2ccccc21	3.2	-4.7
Cn1nc(CC(=O)Nc2cccc3ncccc23)c2ccccc2c1=O	-51.2	13.9
CCOC(=O)C1=CN(CC2CCCCC2)CCC1=O	-6.1	9.9
O=C(CSc1nnc(Cc2ccccc2)o1)NCCN1C(=O)CSC1=O	-7.7	7.1
CCC(C)(C)C1CCc2[nH]nc(C(=O)NCCCNC(=O)OC(C)(C)C)c2C1 (stereo not drawn)	-0.2	-2.3
COc1ccccc1CCNC(=O)CCNS(=O)(=O)c1ccc(NC(C)=O)cc1	9.2	-1.4
O=Cc1c[nH]c2ccc(NC(=O)OCc3ccccc3)cc12	-32.5	-8.7

From PubChem BioAssay
